S3 lipid droplet = qHTS Assay for Lipid Storage Modulators in Drosophila S3 Cells. Drosophila S3 cells, BODIPY lipid droplet fluorescence, 18-24 h; cells fed with added oleic acid. lipid storage change, negative = inhibition, % at the top dose, mostly 46.1 µM; hits show Potency in µM. 0.64% of 320,000 active; active = well fitted inhibition curve with a large enough effect in the signal ratio, with a control signal flat, not every such curve was filed as active; inconclusive = small, poorly fitted or top-dose-only effect, or effect the other way, or a change in a side signal; the % refers to the signal ratio
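Drosophila S3 cells loaded with oleic acid (400 uM, as added) and compounds at several concentrations; lipid droplets imaged by 488-nm laser-scanning cytometry, 500–530 nm intensity and object ratio to cell channel. Percent activity normalized to 20 uM Triacsin C.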
S3 lipid droplet cell count max = further read-out of S3 lipid droplet, marked with its call; cell number change, %; measured here: cell count max response;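 cells counted by Cell Tracker Red CMTPX staining in the red channel; peak over a dose series mostly up to 46.1 µM; percent activity relative to internal control wells on each plate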
* marks the source's active call; other numbers are inactive results; i = inactive; ? = inconclusive; nt = no result given. % is set by controls: 0 for no effect and ±100 for the full control effect; potency is the fitted concentration of half-maximal effect. This is a subset (hit frequency here may not be typical).

The opening 3 entries (preview)
Structure	S3 lipid droplet	S3 lipid droplet cell count max
CC1Cc2nc(SCC(=O)NC3CCCCC3)n(C)c(=O)c2S1 (stereo not given)	?	nt
Cc1ccc(/C=N/N2CCOCC2)s1	?	nt
Cc1ccc(N2C(=O)CC(Nc3ccccc3)C2=O)cc1 (stereo not given)	?	nt

The whole of this part, from the first entry:
Structure	S3 lipid droplet	S3 lipid droplet cell count max
CC1Cc2nc(SCC(=O)NC3CCCCC3)n(C)c(=O)c2S1 (stereo not given)	?	nt
Cc1ccc(/C=N/N2CCOCC2)s1	?	nt
Cc1ccc(N2C(=O)CC(Nc3ccccc3)C2=O)cc1 (stereo not given)	?	nt
COc1cccc(Cn2cnc3c(N)c(C)c(C)cc32)c1	?	nt
O=C(NC1CCCC1)c1ccc(CS(=O)(=O)c2cccc(C(F)(F)F)c2)o1	-7%	-10
COc1ccccc1NS(=O)(=O)c1ccc(NC(=O)c2ccccn2)cc1	?	nt
COC(=O)C(C)Sc1ncnc2c1nnn2-c1ccc(F)cc1 (stereo not given)	?	nt
O=C(CCC(=O)N1CCOc2ccc(Cl)cc21)NCCCN1CCN(Cc2ccccc2)CC1	?	nt
Cc1cccc(N2CCN(C(=O)c3ccccc3NC(=O)C3CC=CCC3C(=O)O)CC2)c1 (stereo not given)	1%	22
CCCCOCCCNC(=S)Nc1ccc(S(=O)(=O)N2CCOCC2)cc1	?	nt
O=C(NC(=S)NC1CCN(Cc2ccccc2)CC1)c1ccc(F)cc1	3%	-6
Cc1cc(C)n(-c2ccc(S(=O)(=O)N3CCOCC3)cc2[N+](=O)[O-])n1	10%	9
CCc1noc(C)c1C(=O)NNC(=O)c1ccccc1	16%	17
O=C(Nc1ccccc1C(=O)N1CCN(c2cccc(Cl)c2)CC1)C1=CSCCO1	i	nt
COc1nccnc1NS(=O)(=O)c1ccc(NCc2cc(Br)ccc2O)cc1	?	nt
CCCOc1ccc(C(=O)c2ccccc2C(=O)O)cc1OCCC	5%	19
Cc1ccc(NC(=O)CN(C)C(=O)c2cccc(S(=O)(=O)NCc3ccco3)c2)cc1	-12%	-10
CCn1c(SCC(=O)NCc2ccco2)nnc1C(C)C	11%	-2
COc1ccc(NC(=O)CN(C)C(C)C(=O)N2CCCCC2)cc1 (stereo not given)	?	nt
Cc1ccccc1NC(=O)COC(=O)C1C2CC3OC(=O)C1C3C2 (stereo not given)	?	nt
COC(=O)c1ccc(NC(=O)Cc2ccc(C)cc2)cc1	?	nt
O=C(CC1SC(=O)NC1=O)Oc1ccc(/C=N/NC(=O)c2ccccc2O)cc1 (stereo not given)	5%	1
O=C(N/N=C/c1cccnc1)c1cc(-c2ccccc2)nc2ccccc12	?	nt
NC(=O)CCCn1c(C(=O)c2cc(Cl)c(N)c(Cl)c2)c2ccc(C(F)(F)F)cc2[n+]1[O-]	?	nt
CCn1cc(C(=O)NCCCN2CC(C)CC(C)C2)c(=O)c2cc(S(=O)(=O)N(C)C3CCCCC3)ccc21 (stereo not given)	i	18
CC(C)c1nnc(NC(=O)CCC(=O)N2CCN(C3CCCCC3)CC2)s1	?	nt
Cc1c(NC(=O)CCN2C(=O)c3ccccc3C2=O)c(=O)n(-c2ccccc2)n1C	?	nt
O=C(N/N=C/c1cn[nH]c1-c1ccccc1)c1ccco1	i	-22
COC(=O)c1scc(C)c1NC(=O)/C=C/C(=O)O	?	nt
CCCCNC(=S)NNC(=O)c1cc(-c2ccncc2)nc2ccccc12	-3%	4
Cc1cc(-c2csc(N)n2)c(C)n1Cc1ccco1	?	nt
O=C(CSc1ccccc1F)NC(=O)NCc1ccco1	?	nt
CCOC(=O)c1ccc(NC(=O)NCc2ccccn2)cc1	?	nt
Cc1ccc(S(=O)(=O)N(C)CC(=O)N2CCc3ccccc32)cc1	?	nt
CC(C)(C)C1(O)CC(C(F)(F)F)=NN1C(=O)CCCc1ccccc1 (stereo not given)	24%	3
CC1CCCN(S(=O)(=O)c2ccc(NC(=O)CN3C(=O)NC(C)(c4ccccc4)C3=O)cc2)C1 (stereo not given)	?	nt
CCOc1ncccc1C(=O)OCc1ccc([N+](=O)[O-])cc1	0%	nt
COc1ccc(NC(=O)COC(=O)c2ccc(N3CCCC3=O)cc2)cc1	?	nt
NC(=O)C1CCCN(C(=O)c2cccc(S(=O)(=O)N(Cc3ccccc3)c3ccccc3)c2)C1 (stereo not given)	?	nt
O=C1/C(=C/c2cccs2)N=C(c2cccs2)N1Nc1ccccc1	?	nt

Among those listed so far, 2 contain a nitro group on carbon.
Structure	S3 lipid droplet	S3 lipid droplet cell count max
Cc1cc(C)n(-c2ccc(S(=O)(=O)N3CCOCC3)cc2[N+](=O)[O-])n1	10%	9
CCOc1ncccc1C(=O)OCc1ccc([N+](=O)[O-])cc1	0%	nt

Going on with the list.
Structure	S3 lipid droplet	S3 lipid droplet cell count max
O=C(NCc1ccccc1)c1cc(=O)[nH]c2ccccc12	4%	16
COc1ccc(NC(=O)CCNC(=O)c2ccc([N+](=O)[O-])cc2)cc1S(=O)(=O)N1CCCCC1	?	nt
COCCNc1nnc(SCC(=O)Nc2nnc(-c3ccccc3)o2)s1	0%	-20
Cc1ccc(-c2nc(NCC3CCCO3)sc2C)cc1 (stereo not given)	?	nt
CCOC(=O)C1CCN(C(=O)COC(=O)CSc2ccc(C(N)=O)cc2[N+](=O)[O-])CC1	?	nt
Cc1ccc2c(Cl)cc(Cl)c(OCC(=O)Nc3ccc(C)c(S(=O)(=O)N(C)C)c3)c2n1	?	nt
O=C(Nc1ccccc1)c1nn(-c2ccccc2)c(=O)cc1C(F)(F)F	i	5
C=CCn1c(COc2ccc(Cl)cc2)nnc1SCC(=O)NCC(=O)OCC	13%	-4
NC(=O)c1ccc(NC(=O)CCc2nc3sc4c(c3c(=O)[nH]2)CCCC4)cc1	?	nt
CCC(O)CNC(=O)CCc1nnc(C2(c3ccc(Cl)cc3)CCC2)o1 (stereo not given)	?	nt
CCOC(=O)CCc1c(C)nc(-n2[nH]c(C)c(CCO)c2=O)[nH]c1=O	4%	19
CCOC(=O)c1cccc(NC(=O)CCS(=O)(=O)c2cccc3nsnc23)c1	?	nt
O=C(NC1CCN(Cc2ccccc2)CC1)C1CCN(S(=O)(=O)c2cccc([N+](=O)[O-])c2)CC1	?	nt
CC(C)(C)NC(=O)c1ccc(NC(=O)C2COc3ccccc3O2)cc1 (stereo not given)	i	1
CCOC(=O)N1CCN(C(=O)CSc2nc3c(c(=O)n2-c2ccccc2OC)SCC3)CC1	3%	2
CC(C)CC1NC(C(=O)O)Cc2c1[nH]c1ccccc21 (stereo not given)	i	7
COC(=O)c1ccccc1NC(=O)NCc1ccccn1	i	nt
CS(=O)(=O)N(Cc1ccco1)CC(O)Cn1c2ccccc2c2ccccc21 (stereo not given)	?	nt
O=C(CCCN1C(=O)/C(=C/c2cccs2)SC1=S)Nc1cccnc1	?	nt
Cc1ccc(S(=O)(=O)N(C)CCCC(=O)NCc2ccc3c(c2)OCO3)cc1	i	nt
CCOc1ccccc1N1CCN(S(=O)(=O)c2cccc3nsnc23)CC1	i	-20
Cc1ccc(C23OC(=O)C(C)(C)C2OC(=O)C3(C)C)cc1 (stereo not given)	7%	3
CC1CCN(C(=O)COC(=O)CCc2c[nH]c3ccccc23)CC1	?	nt
CC1(C)CC(=O)C2=C(C1)OC(N)=C(C#N)C21CCN(C(=O)OCc2ccccc2)CC1	?	nt

A draw from above in order of number of heavy atoms, highest first:
Structure	S3 lipid droplet	S3 lipid droplet cell count max
Cc1ccc(S(=O)(=O)N(C)CCCC(=O)NCc2ccc3c(c2)OCO3)cc1	i	nt
CCOc1ccccc1N1CCN(S(=O)(=O)c2cccc3nsnc23)CC1	i	-20
O=C(CCCN1C(=O)/C(=C/c2cccs2)SC1=S)Nc1cccnc1	?	nt
CC1CCN(C(=O)COC(=O)CCc2c[nH]c3ccccc23)CC1	?	nt
Cc1ccc(C23OC(=O)C(C)(C)C2OC(=O)C3(C)C)cc1 (stereo not given)	7%	3

Continuation:
Structure	S3 lipid droplet	S3 lipid droplet cell count max
Cc1cc(S(=O)(=O)N2CCCC2)ccc1OCC(=O)NC1CCCC1	-4%	-7
COc1ccc(NC(=O)Cc2ccc(-c3ccccc3)cc2)cn1	?	nt
CCCCn1c(=O)[nH]c(=O)c2c1nc(-c1ccncc1)n2CCOC	?	nt
Cc1ccc(NC(=O)CN(C)C(=O)c2ccc(COc3ccccc3)cc2)cc1	?	nt
O=C(Nc1ccccc1)N1CCCC1	?	nt
Cc1ccsc1/C=N/Nc1nc(=O)[nH]nc1C	9%	-1
CCn1c(NC(=O)Nc2ccccc2OC)nc2ccccc21	18%	2
CCOC(=O)c1c[nH]c(=S)n(-c2ccccc2)c1=O	29%	-5
Cc1ccc(S(=O)(=O)N2CCCOC2CNC(=O)C(=O)NCc2cccnc2)cc1 (stereo not given)	-24%	-1
O=C(NC1CC1)C1CCCN1C(=O)NC1CCCCC1 (stereo not given)	?	nt
CCCCOc1ccc(C(=O)NCC(=O)NCc2ccncc2)cc1	?	nt
Cc1nc2ccccn2c1C(=O)NN=C1C2CC3CC(C2)CC1C3	?	nt
COc1ccc(NC(=O)CSc2nccn2Cc2ccco2)cc1	?	nt
CCOc1ccc(S(=O)(=O)NCCC(=O)OC(C)C(=O)N2CCc3ccccc32)cc1 (stereo not given)	29%	-8
Cc1cc(N2CCN(c3ccccc3)CC2)nc(N2CCOCC2)n1	15%	9
CCOC(=O)C1(C)NC(c2ccc(OC)cc2OC)C2C(=O)N(CC)C(=O)C21 (stereo not given)	-8%	17
C/C(=N\NC(=O)c1ccc(C)cc1)c1c(C)[nH]n(-c2ccccc2)c1=O	9.2µM*	-9.9*
COC(=O)CC1COc2ccccc2N1C(=O)c1cc(OC)c(OC)c(OC)c1 (stereo not given)	?	nt
COc1ccc(/C=C(\C#N)C(=O)NC(C)c2ccccc2)cc1O (stereo not given)	?	nt
Cc1c(-c2ccco2)[n+](=O)c2c(n1[O-])CCC2	?	nt
COc1ccc(OC)c(NC(=O)NCc2cccnc2)c1	-7%	0
N#Cc1ccccc1S(=O)(=O)c1ccccc1C(=O)Nc1ccccc1	?	nt
Cc1ccccc1Cc1ccc(Cl)nn1	?	nt
CCOC(=O)c1[nH]c2ccc(F)cc2c1NC(=O)C1=COCCO1	?	nt
O=C(COc1ccc(S(=O)(=O)NC2CCCCC2)cc1Cl)Nc1ccc2c(c1)OCO2	?	nt
CC(C)c1nc2n[nH]c(N)c2c2c1CCC2	i	16
CCCOC(=O)c1ccc(Oc2c(-c3ccc(OCC)cc3O)n[nH]c2C)cc1	?	nt
O=C1C(=O)c2ccc(-c3ccccc3)cc2-c2ccccc21	?	nt
CC(=O)n1c(C=Nc2ccccc2)c(O)c2ccccc21	4%	0
COC(=O)c1ccc(NC(=S)NNC(=O)CC(C)C)cc1	-13%	-13
Cc1ccccc1OCCC(=O)OCC(=O)N(C)c1c(N)n(Cc2ccccc2)c(=O)[nH]c1=O	?	nt
CCc1ccccc1NC(=O)CN1CCN(C(=O)C2CCN(C(=O)/C=C/c3ccccc3)CC2)CC1	?	nt
NS(=O)(=O)c1ccc(NC(=O)COC(=O)CN2C(=O)C3CC=CCC3C2=O)cc1 (stereo not given)	-19%	-25
CCOC(=O)/C=C1/N(C)c2ccccc2C1(C)C	-1%	-16
Cn1c(CSc2ncccn2)nnc1SCC(=O)N1CCCCC1	?	nt
COc1cc2c(cc1OC)C1=NC(=O)CN1C(SCc1ccccc1C)=N2	?	nt
CCCCCCNc1cc(C)oc(=O)c1C(C)=O	-7%	1
O=C(NCCc1ccccc1)c1cc(=O)c2ccccc2o1	5%	3
CN=c1scc(-c2cccs2)n1/N=C/c1ccc(O)c(O)c1O	?	nt
CN(Cc1nc2ccccc2c(=O)[nH]1)C(=O)c1cccc(S(=O)(=O)N2CCCCCC2)c1	?	nt
COc1ccc(NC(=O)C2C3C=CC(C3)C2C(=O)NCc2ccco2)cc1 (stereo not given)	i	24
O=C(NCCOc1ccccc1F)c1cc(F)c(F)cc1Cl	?	nt
COc1cc(CNCCO)ccc1OC1CCCC1	?	nt
COC(=O)C(NNc1ccccc1)(NC(=O)c1ccccc1F)C(F)(F)F (stereo not given)	?	nt
COc1ccccc1CCNC(=O)C1(C)CC1(Cl)Cl (stereo not given)	?	nt
O=C(Nc1ccnc(=O)[nH]1)c1sc2ccccc2c1Cl	-11%	9
CC(=O)Nc1ccc(SCC(=O)c2cc(C)n(Cc3cccs3)c2C)cc1	23%	10
O=C(NCCCN=C1NS(=O)(=O)c2ccccc21)c1ccccc1Cl	?	nt
CN(CC(=O)Nc1ccc(Cl)c(S(=O)(=O)N2CCOCC2)c1)C(=O)c1ccc(C#N)cc1	?	nt
COc1ccc2[nH]c(=O)c(C(c3nnnn3C(C)(C)C)N(Cc3ccco3)CC3CCCO3)cc2c1 (stereo not given)	?	nt
CCN(CC)CCNC(=O)C1(O)c2cc(Br)ccc2NC(=O)N1c1ccc(Cl)cc1 (stereo not given)	-8%	nt
Cc1csc(NC(=O)CSc2nnc(NC(=O)COc3ccc(Cl)cc3)s2)n1	?	nt
